KOR beta-arrestin-1 – KOR agonists, beta-arrestin recruitment, primary screen, cell-based, luminescence, uHTS (AID 1777); Kappa-type opioid receptor (Homo sapiens); KOR beta-arrestin recruitment, luminescence; higher % means a stronger effect; activation, % at 10 µM, or EC50 in µM where a hit was titrated; 280,000 tested, 0.02% active; in the data active = activation above about 50%, passing the limit was not always enough; also: a part of the inactive calls stands beside numbers as strong as those of hits
NOD1 inhibition – NOD1 signaling inhibitors, primary screen, cell-based, luminescence, uHTS (AID 1578); NOD1-driven NF-kB luciferase reporter cells, luminescence; higher % means a stronger effect; one-dose inhibition, % at 4 µM; EC50 in µM for titrated hits; 290,000 tested, 1% active; in the data active = inhibition mostly above about 36%, no sharp cut-off; inactive = mostly below about 34%;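 also: HEK-293T reporter cells stimulated with the NOD1 agonist gamma-tri-DAP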
XIAP displacement – XIAP antagonists, biochemical, IAP family, fluorescence polarization (AID 1018); XIAP BIR domain, fluorescence polarization peptide displacement; higher % means a stronger effect; one-dose displacement, % at 20 µM; IC50 in µM for titrated hits; 200,000 tested, 0.007% active; in the data active = displacement above about 50%; also: a part of the inactive calls stands beside numbers as strong as those of hits
PMI inhibition – human PMI inhibitors, high substrate, primary screen, biochemical, fluorescence intensity, high mannose 6-phosphate (AID 1220); Mannose-6-phosphate isomerase (Homo sapiens); recombinant PMI enzyme, coupled fluorescence intensity; higher % means a stronger effect; inhibition, % at 20 µM, or IC50 in µM where a hit was titrated; 190,000 tested, 0.66% active
LYP phosphatase – inhibitors of LYP phosphatase, biochemical, fluorescence intensity, uHTS (AID 1779); 290,000 tested, 0.054% active; inhibition, % at 11.5 µM, or IC50 in µM where a hit was titrated; recombinant LYP phosphatase, fluorescence intensity; higher % means a stronger effect;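 also: plate controls were vehicle with enzyme for no effect and no enzyme for full effect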
human PMI inhibition – inhibitors of human PMI, primary screen, biochemical, fluorescence intensity, coupled assay (AID 1209). Mannose-6-phosphate isomerase (Homo sapiens). purified PMI enzyme, coupled fluorescence intensity; higher % means a stronger effect. inhibition, % at 20 µM; hits with a dose series show IC50 in µM. 190,000 tested, 0.42% active;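 also: plate controls were DMSO vehicle for no effect and wells lacking substrate for full effect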
TNAP activators – human TNAP enzyme activators, primary screen, biochemical, luminescent, no phosphate acceptor, uHTS (AID 1001); one-dose activation fold at 20 µM; EC50 in µM for titrated hits; purified TNAP, luminescent activation assay, no phosphate acceptor; higher activation fold means a stronger effect; 200,000 tested, 0.03% active; Alkaline phosphatase, tissue-nonspecific isozyme (Homo sapiens); in the data active = activation fold from about 3, or a potency from the dose series; inactive = the rest, 99 in 100 with activation fold below about 1.6; also: many of its hits are not listed in these tables
KOR beta-arrestin-2 – KOR antagonists, beta-arrestin recruitment, cell-based, luminescence, uHTS (AID 1778). inhibition, % at 10 µM, or IC50 in µM where a hit was titrated. Kappa-type opioid receptor (Homo sapiens). KOR beta-arrestin recruitment, luminescence, antagonist mode; higher % means a stronger effect. 290,000 tested, 0.091% active; also: strong numbers were not always called active
NOD2 inhibition – NOD2 signaling inhibitors, cell-based, luminescence, uHTS, HEK293 (AID 1566) | one-dose inhibition, % at 4 µM; EC50 in µM for titrated hits | 290,000 tested, 0.63% active | HEK293 NOD2/NF-kB luciferase reporter, luminescence; higher % means a stronger effect; also: many of its hits are not listed in these tables
Active calls of the source: *; / = no result given; [ ] = remark or other dose. Rule as the data show it, unless noted: active = inhibition above about 50%; inactive = the rest.

nr	KOR beta-arrestin-1	NOD1 inhibition	XIAP displacement	PMI inhibition	LYP phosphatase	human PMI inhibition	TNAP activators	KOR beta-arrestin-2	NOD2 inhibition	smiles
1	1.2%	-34%	-9.5%	0%	2%	6%	1	-24%	11%	Cc1ccc(C)c(N2CCN(C(=O)c3ccc(CSc4nc5ccncc5[nH]4)cc3)CC2)c1
2	-5.3%	-26%	/	/	-3%	/	/	-37%[20 µM]	8%	CCCCc1c(O)nc(SC2CC(=O)N(c3ccc(C(=O)OCC)cc3)C2=O)[nH]c1=O (configuration not stated)
3	3.4%	-13%	-10%	12%	-3%	7%	1.1	-7%	17%	C/C(Nc1ccc(C)cc1)=C(/C#N)C(N)=O
4	4.5%	-22%	-8.5%	1%	-2%	2%	0.8	-51%	-18%	COc1ccc(/C=C/C=C2\N=C(SC)SC2=O)cc1
5	-0.9%	11%	/	/	-10%	/	/	-44%	29%	CC1CCC(NS(=O)(=O)c2ccc(N3CCCC3=O)cc2)CC1 (configuration not stated)
6	-2.2%	-23%	-0.8%	2%	9%	1%	1.1	30%	-4%	O=C(CN1CCC(NC(=O)c2ccc(F)cc2)CC1)NCc1ccccc1F
7	-1.4%	16%	/	/	-5%	/	/	-5%	-6%	Nc1ccc(C(=O)N/N=C\c2ccc(OC(=O)c3ccccc3Cl)cc2)cc1
8	/	-22%	-8.7%	10%	-12%	-3%	1.1	-44%[20 µM]	-38%	Cc1cc(CN(C)C(=O)CC2C(=O)NCCN2Cc2ccc(F)c(F)c2)on1 (configuration not stated)
9	0.0%	2%	/	/	-1%	/	/	27%	-5%	C=CCNC(=S)NNC(=O)CC12CC3CC(CC(C3)C1)C2
10	-2.8%	-22%	-4.9%	9%	-10%	15%	1.1	-27%[20 µM]	-21%	O=C(NCCOc1ccccc1-c1ccccc1)c1ccco1
11	-6.2%	-25%	-0.9%	19%	-5%	5%	1.2	-21%	12%	CC(C)(C)OC(=O)N1Cc2ccccc2C[C@H]1C(=O)O
12	0.8%	-16%	-2.1%	10%	0%	5%	1	-3%	2%	COc1cccc(C(=O)Nc2c3c(nn2-c2ccccc2C)CS(=O)C3)c1OC (configuration not stated)
13	-2.9%	-13%	/	/	-5%	/	/	-49%	7%	O=C1C2C3C=CC(CC3)C2C(=O)N1c1ccccc1F (configuration not stated)
14	4.7%	25%	-7.7%	12%	8%	17%	1	1%	22%	CCOC(=O)c1c(NC(=O)CSc2nnc(C)s2)sc2c1CCCCC2
15	-5.0%	11%	-3.2%	-6%	-22%	-2%	1	11%	16%	Cc1cc(NCCCN)nc(-c2ccccc2O)n1
16	0.9%	-6%	/	/	-12%	/	/	26%	3%	COC(=O)c1cccc(N2C(=O)C3C4C=CC(CC4)C3C2=O)c1 (configuration not stated)
17	0.9%	-2%	-17%	17%	-5%	11%	1.1	3%	-10%	Cc1cccc(CN2C(=O)c3ccccc3Sc3ccc(C(=O)NCCN4CCOCC4)cc32)c1
18	-1.2%	-30%	/	/	-6%	/	/	11%	-1%	Cc1ccc(OCCN2CCCC2)cc1
19	-2.1%	-16%	-2.7%	-12%	-11%	-6%	1.1	17%	10%	COc1ccccc1NC(=S)N(CCCN1CCOCC1)Cc1cccs1
20	9.2%	-19%	-6.7%	-4%	-3%	1%	1.1	-14%	23%	COc1ccc(OC)c2sc(NC(=O)c3ccc(Cl)s3)nc12
21	1.1%	-13%	/	/	-2%	/	/	29%	-128%	Cc1cccc(N=Nc2cnc(N)s2)c1
22	-1.2%	-4%	-16%	0%	-5%	-11%	1	31%	12%	Cc1ccc(NC(=O)CCC(=O)N/N=C/c2cccs2)cc1
23	0.8%	15%	1.5%	-1%	2%	0%	1.1	-16%	24%	CCn1nccc1C(=O)Nc1cc(Cl)ccc1Cl
24	2.8%	20%	-1.2%	-6%	-4%	0%	1	/	0%	Cc1ccc(S(=O)(=O)CCC(=O)OCC(=O)Nc2cc(C)on2)cc1
25	-1.5%	-54%	-4.8%	13%	2%	14%	1	-45%	-26%	CC(=O)c1ccc(NC(=O)c2ccc(NC(=O)CCS(=O)(=O)c3cccs3)cc2)cc1
26	-6.2%	-38%	-1.9%	17%	-8%	2%	1	-2%	-24%	COc1ccc(N/C=C/C(=O)C(C)(C)C)cc1
27	-4.0%	-19%	-2.8%	0%	-5%	-2%	1	8%	-7%	COC(=O)CSc1nc(NC(C)C)nc(N2CCOCC2)n1
28	0.7%	-4%	-8.9%	13%	-6%	16%	1.2	-26%	9%	COc1ccc(C(=O)COC(=O)CN2C(=O)NC(C)(C)C2=O)cc1OC
29	0.9%	-43%	2.3%	0%	-6%	5%	1.2	-2%	-7%	Cc1cccc(NC(=O)CN2C(=O)c3ccccc3C2=O)c1C
30	-5.3%	-31%	-4.6%	0%	-1%	-16%	1	13%	0%	COc1ccc(CCC(=O)OCC(=O)c2cccc(OC)c2)cc1
31	-2.2%	-25%	-2.1%	-6%	1%	-2%	1.1	-4%	15%	COc1ccc(S(=O)(=O)NCc2ccc(F)cc2)cc1OC
32	-0.9%	-33%	-16%	10%	12%	14%	1.1	-19%	40%	O=C(/C=C\c1cn(-c2ccccc2)nc1-c1ccc2c(c1)OCCO2)N1CCOCC1
33	-2.4%	21%	-11%	10%	-7%	5%	1	-29%	1%	CCNc1nc(SCC(=O)OC)nc(N(C)C)n1
34	4.0%	-12%	/	/	-7%	/	/	12%	11%	COc1ccc(C(=O)Nc2cc(=O)[nH]c3ncnn23)cc1
35	-2.2%	-6%	3.1%	-4%	-1%	-6%	1.1	1%	-5%	O=C1c2ccccc2C(O)(Cc2ccccc2)N1Cc1ccco1 (configuration not stated)
36	-0.7%	-43%	/	/	-8%	/	/	0%	15%	Cc1cccn2c(=O)c3cc(C(=O)N4CC(C)CC(C)C4)sc3nc12 (configuration not stated)

Reformatted: entries from further up.
Results follow in this order: KOR beta-arrestin-1	NOD1 inhibition	XIAP displacement	PMI inhibition	LYP phosphatase	human PMI inhibition	TNAP activators	KOR beta-arrestin-2	NOD2 inhibition
#32 O=C(/C=C\c1cn(-c2ccccc2)nc1-c1ccc2c(c1)OCCO2)N1CCOCC1
  -0.9%	-33%	-16%	10%	12%	14%	1.1	-19%	40%
#33 CCNc1nc(SCC(=O)OC)nc(N(C)C)n1
  -2.4%	21%	-11%	10%	-7%	5%	1	-29%	1%
#34 COc1ccc(C(=O)Nc2cc(=O)[nH]c3ncnn23)cc1
  4.0%	-12%	/	/	-7%	/	/	12%	11%
#35 O=C1c2ccccc2C(O)(Cc2ccccc2)N1Cc1ccco1 (configuration not stated)
  -2.2%	-6%	3.1%	-4%	-1%	-6%	1.1	1%	-5%
#36 Cc1cccn2c(=O)c3cc(C(=O)N4CC(C)CC(C)C4)sc3nc12 (configuration not stated)
  -0.7%	-43%	/	/	-8%	/	/	0%	15%

(further entries)
nr	KOR beta-arrestin-1	NOD1 inhibition	XIAP displacement	PMI inhibition	LYP phosphatase	human PMI inhibition	TNAP activators	KOR beta-arrestin-2	NOD2 inhibition	smiles
37	1.0%	41%	-7.7%	-1%	-6%	1%	1.2	-1%	23%	O=P(O)(O)CCP(=O)(c1ccccc1)c1ccccc1
38	-6.9%	-45%	-9.8%	-5%	-5%	6%	1.1	11%	-3%	Cc1ccc(C)c(N(C(=O)CS(=O)CC(=O)Nc2ccc3c(c2)OCO3)C(C)C(=O)NC2CCCC2)c1 (configuration not stated)
39	1.0%	-34%	-5.9%	-14%	-6%	-32%	1	-22%	10%	O=C(O)c1ccccc1C(=O)NCCc1ccc(Cl)cc1
40	-2.3%	-16%	-1.9%	-11%	0%	-7%	1.2	-5%	12%	CC(OC(=O)c1cccnc1Cl)C(=O)Nc1ccc2c(c1)OCCO2 (configuration not stated)
41	3.8%	8%	-8.2%	4%	-10%	-3%	1.1	19%	7%	COc1ccc(/C(C)=N/N=C(\C)c2ccc(OC)cc2OC)c(OC)c1
42	1.8%	6%	/	/	-8%	/	/	3%	4%	O=C(Nc1ccnn1C1CCN(Cc2ccccc2OC(F)F)CC1)c1cccc(F)c1
43	3.5%	-7%	1.6%	-9%	-6%	-2%	1.1	-31%	-26%	COc1ccc(C(=O)O/N=C(\N)Cc2ccc(Cl)cc2)cc1OC
44	-8.2%	-27%	-4.7%	6%	-1%	1%	0.8	29%	8%	CCNc1c(C(=O)O)ccc2c1C(=O)c1ccccc1C2=O
45	2.7%	-18%	-8.1%	2%	-6%	-13%	0.9	/	8%	C/C(N)=C(/C#N)C(=O)CSc1cc(Cl)ccc1Cl
46	-0.1%	7%	-4.5%	2%	-1%	2%	1.1	4%	3%	COCCNC(=O)CSCc1nc(-c2ccc(SC)cc2)oc1C
47	-0.7%	-20%	-3.4%	3%	-8%	0%	1.1	-51%[20 µM]	7%	O=C(NCCc1ccccc1)C(=O)Nc1ccc([N+](=O)[O-])cc1
48	0.5%	6%	/	/	-5%	/	/	-24%	16%	CN1C(=O)/C(=C/c2cccc(Cl)c2)Sc2ccc(C(=O)N3CCOCC3)cc21
49	2.4%	-12%	/	/	-10%	/	/	15%	10%	CN(C(=O)CN(c1ccccc1)S(=O)(=O)c1ccc(F)cc1)C1CCS(=O)(=O)C1 (configuration not stated)
50	0.4%	-34%	/	/	-7%	/	/	-8%	4%	CCCCn1c(N)c(N(CC)C(=O)c2ccccc2C(F)(F)F)c(=O)[nH]c1=O
51	-4.1%	-4%	/	/	-7%	/	/	16%	-15%	CC(C)(C)[C@H]1C=C(C(N)=O)O[C@@H](OCCCCO)C1
52	-3.4%	-9%	-5.1%	-2%	-8%	-1%	1	-20%	15%	CCOC(=O)CNc1ncc(C(F)(F)F)cc1Cl
53	-6.8%	/	-1.6%	-16%	-12%	-4%	1.1	-9%	8%	Cc1ccc(C(=O)COC(=O)c2ccc3c(c2)C(=O)N(c2cccc4ncccc24)C3=O)cc1C
54	/	-12%	8.0%	13%	-10%	15%	1	-14%[20 µM]	12%	CC(/C=C/c1ccccc1)=N\NC(=O)CCc1ccccc1
55	0.7%	-12%	/	/	-8%	/	/	6%	-39%	COC1=C/C(=C/c2c(O)c(C#N)c3ccccn23)C=CC1=O
56	4.9%	-20%	-4.8%	-2%	-1%	-2%	1	-38%	-1%	O=S(=O)(Cc1ccccc1)Nn1cnnc1
57	1.4%	34%	/	/	-2%	/	/	-2%	11%	Cc1cc(Cl)cc(C)c1OCCCCCn1ccnc1
58	3.7%	-7%	-8.4%	-1%	-4%	-3%	1	10%	12%	O=C(O)Cn1c(P(=O)(O)c2ccccc2)nc2ccccc21
59	0.6%	-18%	-2.9%	1%	-4%	2%	1.1	8%	16%	Clc1ccc2[nH]c3c(NCCCN4CCOCC4)ncnc3c2c1
60	3.4%	-11%	/	/	-1%	/	/	-7%	-33%	COc1ccc(/C=C2\Cc3ccccc3C2=O)cc1OC
61	-2.7%	-20%	/	/	-11%	/	/	0%	3%	CC(=O)c1cccc(NC(=O)CN2CCN(Cc3ccccc3)CC2)c1

Source: PubChem

Some of the compounds tested, so the mix of outcomes need not match the whole.
